From PubChem BioAssay
SENP8 block-1: inhibitors of human SENP8 protease | Q96LD8 | purified SENP8, Z-RLRGG-aminoluciferin cleavage, luminescence | inhibition, % at 10 µM | 1.2% of 330,000 active | AID 2540; in the data active = inhibition above about 50%
Target sequence (Q96LD8 whole entry, looked up): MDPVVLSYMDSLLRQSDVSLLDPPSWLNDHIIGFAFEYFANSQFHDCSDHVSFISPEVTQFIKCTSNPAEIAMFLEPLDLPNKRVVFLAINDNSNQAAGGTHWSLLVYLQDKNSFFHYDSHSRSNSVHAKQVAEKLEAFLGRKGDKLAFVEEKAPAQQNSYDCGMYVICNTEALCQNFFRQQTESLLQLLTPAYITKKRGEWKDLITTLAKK
UBC13 inh: blocks human UBC13 polyubiquitin chain formation. P61088. inhibition, % at 20 µM. TR-FRET. 0.47% of 330,000 active. AID 485273; in the data active = inhibition above about 45%, passing the limit was not always enough
Target sequence (P61088 whole entry, looked up): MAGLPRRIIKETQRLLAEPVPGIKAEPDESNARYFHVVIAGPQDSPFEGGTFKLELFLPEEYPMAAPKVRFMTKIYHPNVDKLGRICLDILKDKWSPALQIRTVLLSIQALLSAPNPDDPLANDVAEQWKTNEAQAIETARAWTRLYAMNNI
MIN6 prolif: MIN6 beta-cell proliferation induction; MIN6 cells proliferation, ATPlite luminescence, 48 h; cells starved in 0.2% serum; 100% = growth in 10% serum; proliferation, % at 10 µM; 0.29% of 330,000 active; AID 2380;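 active = compounds whose signal lies at least 3.5 SD above the mean of all wells on their plate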;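 note: 0% = DMSO-treated cells in low-serum medium and 100% = 10% serum control; some compounds called inactive have numbers as strong as hits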
SENP1 FRET inh: SENP1 (human) catalytic domain inhibition; Q9P0U3; recombinant SENP1 catalytic domain, CyPet-SUMO1-YPet FRET cleavage; inhibition, % at 10 µM; 0.21% of 360,000 active; AID 624204;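 active = inhibition at least 30% at 10 µM, raw YFP signal under a set limit, fluorescence ratio 0.5 to 1.5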;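 note: 0% = enzyme with DMSO and 100% = no enzyme wells; some results filed as inactive read as strong as hits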
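Compound: 10 µM single point, 0.5% DMSO; Test system: hSENP1 catalytic domain, recombinant; Timing: 50 min reaction at room temperature; Technique: FRET, CFP and YFP emission; Control set: no-enzyme wells low, DMSO-plus-enzyme wells high control.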
SENP8 block-2: SENP8 (human) protease inhibition. Q96LD8. recombinant SENP8, Nedd8 substrate fluorescence. inhibition, % at 20 µM. 0.64% of 360,000 active. AID 602440; in the data active = inhibition mostly above about 40%, no sharp cut-off; inactive = mostly below about 27%
SENP7 block: SENP7 protease inhibition | recombinant SENP7, Z-RLRGG-aminoluciferin luminescence, 40 min | AID 434973 | inhibition, % at 5 µM | 1.5% of 330,000 active | Q9BQF6;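 active = inhibition above about 50% at the single test dose, limit read from the data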;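 note: plate controls were DMSO with enzyme for no effect and no enzyme buffer wells for full effect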
PfG6PD inh: PfG6PD (Plasmodium falciparum) enzyme inhibition | inhibition, % at 20 µM | AID 504690 | 0.78% of 350,000 active | PfGluPho enzyme, NADPH resazurin-diaphorase fluorescence;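 active = inhibition reaching at least a set limit at 20 µM in the primary screen, cut at about 59% in these data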;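 note: 0% = DMSO wells with substrate and 100% = DMSO wells lacking glucose-6-phosphate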
SENP6 inh: blocks the human protease SENP6; Q9GZR1; Recombinant SENP6 catalytic domain, aminoluciferin luminescence; inhibition, % at 10 µM; 1.8% of 330,000 active; AID 2599;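 active = inhibition above about 50% at the single tested dose, limit read from the data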;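 note: plate controls were DMSO wells with enzyme for no effect and DMSO wells lacking enzyme for full effect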
Target sequence (Q9GZR1 628-1112 limits assumed): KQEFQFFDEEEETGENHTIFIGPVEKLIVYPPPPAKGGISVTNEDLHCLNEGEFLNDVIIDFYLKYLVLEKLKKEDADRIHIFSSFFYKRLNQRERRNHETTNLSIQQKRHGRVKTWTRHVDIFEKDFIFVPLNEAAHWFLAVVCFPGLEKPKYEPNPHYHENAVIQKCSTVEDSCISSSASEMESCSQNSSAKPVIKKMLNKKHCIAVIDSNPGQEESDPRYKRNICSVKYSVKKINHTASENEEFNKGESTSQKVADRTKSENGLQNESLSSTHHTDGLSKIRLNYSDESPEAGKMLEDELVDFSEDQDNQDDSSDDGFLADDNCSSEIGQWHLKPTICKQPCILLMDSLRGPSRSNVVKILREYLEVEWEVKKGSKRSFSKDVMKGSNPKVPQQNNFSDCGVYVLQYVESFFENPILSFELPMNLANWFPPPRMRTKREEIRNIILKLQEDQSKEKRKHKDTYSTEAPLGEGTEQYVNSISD
HKDC1 inhibitor: inhibitors of human hexokinase HKDC1. 0.16% of 340,000 active. recombinant HKDC1, G6PDH/diaphorase resazurin coupled fluorescence. Q2TB90. inhibition, % at 20 µM;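 active = inhibition above about 35% when tested at 20 µM, limit read from the data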;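 note: plate controls were DMSO wells with enzyme for no effect and DMSO wells lacking enzyme for full effect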
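Material – in-house recombinant HK5 (HKDC1) enzyme · Quantity – HKDC1 at 5 µg/mL · Buffer or medium – pH 8.0 Tris buffer with 10 mM MgCl2 · Reagent – glucose with 1 mM ATP · Dosing – single 20 µM dose · Times – reaction time 90 min, room temperature, protected from light · Technique – resorufin fluorescence at 613 nm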
* marks the source's active call; other numbers are inactive results; i = inactive; nt = not tested or not shown. A portion of the library; the hit share may differ from the screen's.

SMILES	SENP8 block-1	UBC13 inh	MIN6 prolif	SENP1 FRET inh	SENP8 block-2	SENP7 block	PfG6PD inh	SENP6 inh	HKDC1 inhibitor
N[C@@H](Cn1oc(=O)[nH]c1=O)C(=O)O	-7.3	-8.6	5.3	-1.1	8.7	-6.1	7.6	12.7	-0.3
O=P(Oc1ccccc1)(Oc1ccccc1)c1ccccc1	-0.7	-7.9	1.1	1.7	19.8	-0.4	4.4	-18.4	-8.2
COc1ccc(C=C2C(=O)N(C)C(=O)N(C)C2=O)cc1COc1ccc(NC(C)=O)cc1	1.1	11.5	-1.7	-1.0	34.2	4.3	-5.3	-31.6	-6.5
CCOC(=O)C1(CCOc2ccccc2)CCN(C2Cc3ccccc3C2)CC1	-12.0	10.4	-5.2	0.3	2.2	-0.3	-0.7	-30.1	-7.4
CCOP(=O)(OCC)C(C)(C)NC(=O)C(Cl)(Cl)Cl	-0.1	-6.8	-0.1	1.0	14.8	2.5	-7.9	-7.6	0.6
CC(CN(C)C1CCN(C)CC1)c1ccccc1 (stereo not drawn)	-8.8	-2.4	-4.0	1.4	7.5	-14.4	-22.9	-4.6	3.2
O=C(O)c1cccc(N=Nc2c(O)[nH]c(=O)[nH]c2=O)c1	35.0	-1.6	0.5	-2.0	19.6	41.2	9.2	4.5	2.3
COc1ccc(-n2nc(C(=O)NCC(=O)N3CCC4(CC3)OCCO4)c3ccccc3c2=O)cc1OC	-10.8	-4.6	0.0	2.7	-15.3	-12.4	-8.0	-9.5	2.9
CN1CCN(c2ccc(C=O)cc2)CC1	1.8	-9.4	-0.8	6.1	-8.5	7.5	-4.7	-4.8	0.4
COc1ccc(Cn2c(O)c(/C=N/NC(=O)c3ccccc3)c(=O)[nH]c2=O)cc1	-2.4	-22.3	0.8	-29.9	-189.0	8.0	-31.0	8.1	-6.7
CN1C(=O)C(Cc2cccc3ccccc23)C(=O)N(C)C1=O	-0.8	-36.4	0.7	-0.3	29.5	-3.5	29.0	8.0	15.7
Cc1c(N=Cc2c(O)n(CCc3ccc(F)cc3)c(=O)[nH]c2=O)c(=O)n(-c2ccccc2)n1C	-1.2	2.6	-3.9	0.5	-56.3	0.1	0.9	-10.5	-4.1
N=C1c2ccccc2CN1NC(=O)c1ccc(Br)o1	1.6	-1.8	-3.5	1.0	4.8	-2.4	2.4	-11.0	-8.4
O=C1/C(=C\c2ccc(Cl)cc2Cl)N2CCC1CC2	4.3	3.3	4.1	5.3	5.3	-2.3	7.5	-7.1	1.1
COc1ccc(CCn2c(O)c(C=Nc3ccccc3F)c(=O)[nH]c2=O)cc1OC	-5.5	-0.6	-2.4	0.1	-153.6	13.6	-1.1	-17.1	-3.4
N#CC1(c2ccccc2)CCN(C2CC(=O)N(c3ccc4c(c3)OCO4)C2=O)CC1 (stereo not drawn)	-2.3	1.0	-2.3	0.5	2.2	-8.9	-16.0	-10.9	-23.9
CN(C)c1ccc(/C=C2\C(=O)NC(=O)N(CCc3ccc(F)cc3)C2=O)cc1	2.8	-4.1	0.2	-8.5	26.8	-1.3	-0.2	-4.9	8.9
O=C(Nc1ccc2ccccc2c1)N1C[C@H]2C[C@@H](C1)c1cccc(=O)n1C2	7.2	12.2	1.1	-2.9	-123.9	6.1	6.5	-10.2	-0.9
CCOc1ccc2[nH]c(=O)c(CN(CCO)C3(c4nnnn4C4CCCCC4)CCCCC3)cc2c1	8.2	-1.2	-3.8	-7.6	-410.6	5.2	-0.4	-7.8	3.6
CC(=O)N1CN2CN(C(C)=O)CC(C(=O)c3ccc([N+](=O)[O-])cc3)(C2)C1	10.2	-0.9	-0.4	2.4	9.7	2.6	3.1	15.3	-6.6
CCOC(=O)C1(c2ccccc2)CCN(CCC(=O)Nc2ccc(C(=O)OC)cc2)CC1	-3.0	10.0	-1.6	0.0	10.0	-1.8	13.9	-5.9	-5.4
O=P1(Nc2cccnc2)COc2ccccc2OC1	-0.3	-3.7	-1.2	1.5	18.1	1.1	19.9	-18.3	-3.4
O=C(NCc1cccnc1)C(Cl)(Cl)Cl	-3.7	-1.8	-1.1	-0.4	12.1	1.6	1.1	-10.6	14.0
CNP(=S)(NC)OCCOc1ccc(OC)cc1	-8.6	-8.6	0.6	1.3	13.9	0.7	-5.7	6.5	-2.8
COc1ccc(Cl)cc1NC1=NCC(C)S1 (stereo not drawn)	4.7	5.9	2.4	-0.3	23.1	-1.8	-4.7	8.4	-5.2

Some entries already given, showing only SENP8 block-1, SENP8 block-2 and UBC13 inh:
Compound	SENP8 block-1	SENP8 block-2	UBC13 inh
O=P1(Nc2cccnc2)COc2ccccc2OC1	-0.3	18.1	-3.7
O=C(NCc1cccnc1)C(Cl)(Cl)Cl	-3.7	12.1	-1.8

2 of these compounds in a different format.
Structure,SENP8 block-1,UBC13 inh,MIN6 prolif,SENP1 FRET inh,SENP8 block-2,SENP7 block,PfG6PD inh,SENP6 inh,HKDC1 inhibitor
O=C1/C(=C\c2ccc(Cl)cc2Cl)N2CCC1CC2,4.3,3.3,4.1,5.3,5.3,-2.3,7.5,-7.1,1.1
COc1ccc(CCn2c(O)c(C=Nc3ccccc3F)c(=O)[nH]c2=O)cc1OC,-5.5,-0.6,-2.4,0.1,-153.6,13.6,-1.1,-17.1,-3.4

(list continues)
SMILES	SENP8 block-1	UBC13 inh	MIN6 prolif	SENP1 FRET inh	SENP8 block-2	SENP7 block	PfG6PD inh	SENP6 inh	HKDC1 inhibitor
Cc1ccc(C(=O)Nc2ccc(Cl)cc2C(=O)c2ccccc2)cc1	-0.5	-12.8	-5.0	1.7	25.8	5.7	4.8	2.1	-7.8
N#Cc1ncc(N=Cc2ccc(N(CCCl)CCCl)cc2)s1	nt	nt	nt	28.1	-129.2	nt	15.1	nt	-1.5
CCOc1ccc(-n2c(O)c(N=Nc3c(C)n(C)n(-c4ccccc4)c3=O)c(=O)[nH]c2=O)cc1	-2.9	-53.6	-2.7	8.5	27.6	-3.4	-7.8	-5.5	5.5
CN1C(=O)C(Cc2ccccc2)C(=O)N(C)C1=O	nt	nt	nt	-1.9	9.4	nt	21.4	nt	-7.9
CC(C)=CCOc1c2occc2cc2ccc(=O)oc12	-16.2	-2.0	3.7	-0.8	-2.1	-6.0	67.7*	-11.0	6.0
CCOC(=O)c1nc2ccccc2c(=O)n1-c1ccc(C)cc1C	5.7	8.6	1.0	1.6	11.1	5.6	-1.2	18.6	-9.3
CN1CCN(c2ncnc3ccc(Br)cc23)CC1	5.0	3.9	-1.6	2.4	10.6	-0.3	9.5	-7.9	1.0
CCCSc1nc(O)c(CC)c(=O)n1C(C)CC (stereo not drawn)	-9.1	-10.8	-1.1	3.8	16.9	-2.8	-0.9	-12.6	-0.6
CN1CCC(N(C)c2ccc(C(N)=O)cc2[N+](=O)[O-])CC1	-5.8	-10.9	1.0	0.1	13.2	-3.1	-1.1	-4.4	-5.6
O=C(O)c1ccc(-[n+]2c(-c3ccccc3)cc(-c3ccccc3)cc2-c2ccccc2)cc1	1.0	-3.2	-1.3	0.1	-16.4	-3.7	3.0	-11.0	-3.8
OCC[N+]12CCC(CC1)C(C(O)(c1ccccc1)c1ccccc1)C2 (stereo not drawn)	-6.1	-1.7	-0.5	-0.6	-6.2	-12.6	10.0	-30.2	-10.7
CCCCCn1c(=O)c(C(=O)Nc2c(C)n(C)n(-c3ccccc3)c2=O)c(O)c2ccccc21	2.9	-11.6	-5.0	1.6	3.7	-2.3	-11.0	-8.8	0.6
O=C(c1cc(-c2ccccc2)nc2ccccc12)N1CCC2(CC1)OCCO2	10.2	-3.9	-1.9	2.8	6.6	-0.7	-0.6	9.0	4.9
NC(=O)c1cc(N2CC2)c([N+](=O)[O-])cc1[N+](=O)[O-]	0.7	-11.6	-2.7	1.9	16.0	3.0	58.2	-0.3	4.5
CCOP(=O)(CN(CC)CCNP(=O)(OCC)OCC)OCC	-2.2	-1.5	-1.1	1.5	13.1	6.0	-2.2	-24.0	-5.2
CCOc1ccc(NC(=O)c2c(O)[nH]c(=O)[nH]c2=O)cc1	59.0*	6.0	1.9	-0.8	14.3	80.0*	-6.4	74.4*	2.3
CCCCOC(=O)COc1cc(C)cc2oc(=O)c3c(c12)CCC3	2.5	12.1	6.2	-1.4	-38.4	0.7	-3.1	3.1	4.0
O=C(O)C1C2CCC(O2)C1C(=O)NC1CCCCC1 (stereo not drawn)	-0.6	3.0	-3.9	1.1	2.3	7.7	-5.6	-18.7	-5.1
O=P(Oc1ccccc1)(Oc1ccccc1)C(O)c1ccc(Cl)cc1 (stereo not drawn)	-25.7	1.5	1.2	5.4	0.8	-2.7	-10.8	-22.2	0.4
COc1ccc(CC2C(=O)N(C)C(=O)N(C)C2=O)c(OC)c1	-6.0	-18.9	-2.9	0.6	16.6	-2.5	3.5	-8.0	-1.7
CC(C)OC(=O)c1c(N)n(CC2CCCO2)c2nc3ccccc3nc12 (stereo not drawn)	38.6	-0.5	0.6	-126.6	i	39.0	22.2	51.3*	1.1
O=c1c2ccccc2nc(-c2ccoc2)n1-c1ccccc1	5.4	-9.2	-0.8	0.7	12.1	-14.5	-5.4	-0.3	-14.4
COc1cc(C(=O)OC2C[C@H]3CC[C@@H](C2)N3)ccc1O (stereo partly drawn)	1.9	4.5	-3.3	-5.0	13.9	6.7	10.6	2.0	-1.8
COc1ccc(CN2CCCC(C(=O)c3ccc(Cl)cc3)C2)c(OC)c1 (stereo not drawn)	-6.5	8.5	-4.5	4.9	17.4	1.1	-8.5	13.2	1.3
Cc1ccc(C(=O)N2CC2C)cc1 (stereo not drawn)	nt	nt	nt	0.0	11.4	nt	-8.8	nt	-4.0

Additional entries
SMILES	SENP8 block-1	UBC13 inh	MIN6 prolif	SENP1 FRET inh	SENP8 block-2	SENP7 block	PfG6PD inh	SENP6 inh	HKDC1 inhibitor
O=c1c2ccccc2nc(N2CCCC2)n1-c1ccccc1	-4.0	9.8	7.0	2.8	-361.6	1.2	9.9	-8.0	-3.4
C=CCn1c(O)c(C=NCCN2CCNCC2)c(=O)[nH]c1=O	-4.1	1.5	1.3	-10.2	8.8	-11.0	5.3	-14.1	-4.2
CNC(=O)c1cccn(Cc2ccc(C(F)(F)F)cc2)c1=O	-2.0	1.1	-3.8	1.4	-316.1	-10.7	-0.6	-19.5	-2.6
COC(=O)C(O)(c1ccc(N(C)C(=O)COc2ccccc2)cc1)C(F)(F)F (stereo not drawn)	-13.3	-14.8	0.0	3.3	16.6	-13.8	35.9	-19.4	-4.8
CCC(C#N)(CC)P(=S)(c1ccccc1)c1ccccc1	-0.9	5.1	-4.0	2.8	-9.8	5.4	5.0	-17.2	-7.9
CC(C)OCCCNC(=O)c1c(N)n(Cc2cccs2)c2nc3ccccc3nc12	44.2	5.6	-6.0	7.5	-493.1	29.6	52.8	63.7*	14.1

Exported with values under each structure: 2 of the compounds above
Second line of a record: SENP8 block-1, UBC13 inh, MIN6 prolif, SENP1 FRET inh, SENP8 block-2, SENP7 block, PfG6PD inh, SENP6 inh, HKDC1 inhibitor
O=C1/C(=C\c2ccc(Cl)cc2Cl)N2CCC1CC2
 : 4.3, 3.3, 4.1, 5.3, 5.3, -2.3, 7.5, -7.1, 1.1
COc1ccc(CCn2c(O)c(C=Nc3ccccc3F)c(=O)[nH]c2=O)cc1OC
 : -5.5, -0.6, -2.4, 0.1, -153.6, 13.6, -1.1, -17.1, -3.4
